Compound activity deposited in PubChem BioAssay by National Center for Advancing Translational Sciences (NCATS).
PKM2 activator: increases activity of human pyruvate kinase M2; purified PKM2, Kinase-Glo ATP luminescence, activation; response scale: 0% is enzyme alone, no compound; Potency, µM (doses to about 57.5 µM), for the others: at the top dose activation, most hits filed as activators; 0.34% of 260,000 active; AID 1631; also: potency is read from the fitted curve at half-maximal effect; % is scaled to controls: 0 for no effect and ±100 for the full control effect; nearly all actives have a fitted effect of over 55% in size
Target sequence (P14618 whole entry, looked up): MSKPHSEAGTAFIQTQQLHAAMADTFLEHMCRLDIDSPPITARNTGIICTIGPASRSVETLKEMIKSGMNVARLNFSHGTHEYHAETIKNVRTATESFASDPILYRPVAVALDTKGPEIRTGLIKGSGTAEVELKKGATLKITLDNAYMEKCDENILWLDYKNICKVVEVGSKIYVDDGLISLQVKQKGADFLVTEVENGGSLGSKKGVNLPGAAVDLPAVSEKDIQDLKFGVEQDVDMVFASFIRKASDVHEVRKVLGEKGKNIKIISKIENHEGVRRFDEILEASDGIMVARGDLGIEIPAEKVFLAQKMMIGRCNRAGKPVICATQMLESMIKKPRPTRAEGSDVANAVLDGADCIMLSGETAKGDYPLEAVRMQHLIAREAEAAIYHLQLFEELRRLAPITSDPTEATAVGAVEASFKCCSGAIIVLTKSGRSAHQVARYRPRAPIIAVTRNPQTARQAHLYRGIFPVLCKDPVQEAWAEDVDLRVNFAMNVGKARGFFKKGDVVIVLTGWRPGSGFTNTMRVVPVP
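ATP formation by purified human PK-M2, quantified via coupled luciferase luminescence after 1 h at room temperature with 0.1 mM ADP and 0.5 mM PEP final.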
USP2a inh: USP2a (human) protease inhibition; AID 463254; 0.01% of 330,000 active; O75604; USP2 core, Ub-CHOP2 coupled fluorogenic reporter, 485/531; Potency, µM (top dose mostly 38.3 µM), for the others: at the top dose activity change, negative = inhibition, hits mostly inhibitors;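 also: potency is read from the fitted curve at half-maximal effect; plate controls were DMSO wells for no effect and full inhibition by NEM control for full effect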
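USP2 core (10nM final) preincubated 30min RT with compound in 20mM Tris-HCl pH 8.0, 2mM CaCl2, 2mM beta-mercaptoethanol, 0.05% CHAPS; 25nM Ub-CHOP2 plus 25nM reporter substrate added, fluorescence (Ex485/Em531) read after 60min.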
Coupling enz: counter-screen for Giardia aldolase inhibitors: coupling enzyme system; coupling enzyme system counterscreen, AmpLite Red fluorescence; activity change, negative = inhibition, % at 58.2 µM, hits read low; AID 2472; 0.67% of 290,000 active; in the data active = activity change below about -30%; also: % is scaled to controls: 0 for no effect and ±100 for the full control effect
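Counterscreen of the coupled detection system alone, without aldolase: glyceraldehyde-3-phosphate coupling enzymes plus AmpLite Red readout. Compounds at 57.5 uM final, 10 min RT preincubation, 20 min RT reaction, fluorescence 525/598 nm.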
Giardia killer: kills Giardia lamblia; Giardia lamblia trophozoite viability; activity change, % at 7.66 µM, hits read low; 0.15% of 340,000 active; AID 540267; in the data active = activity change below about -80%; inconclusive = between about -30% and that limit;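 also: parasites exposed to compound for two days anaerobically before the ATP read; % is scaled to controls: 0 for no effect and ±100 for the full control effect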
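Compounds were tested on trophozoites seeded at 100 cells/well and held 48 hrs at 37 deg C anaerobically. An ATP-based luminescent kit measured the remaining live cells.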
GALK inh: galactokinase (human) inhibition; AID 1868; 0.007% of 270,000 active; Purified GALK, Kinase-Glo residual ATP luminescence; P51570; Potency, µM (top dose mostly 57.5 µM), for inactives: at the top dose activity change, negative = inhibition, most hits filed as inhibitors; also: potency is read from the fitted curve at half-maximal effect; % is scaled to controls: 0 for no effect and ±100 for the full control effect
Target sequence (P51570 whole entry, looked up): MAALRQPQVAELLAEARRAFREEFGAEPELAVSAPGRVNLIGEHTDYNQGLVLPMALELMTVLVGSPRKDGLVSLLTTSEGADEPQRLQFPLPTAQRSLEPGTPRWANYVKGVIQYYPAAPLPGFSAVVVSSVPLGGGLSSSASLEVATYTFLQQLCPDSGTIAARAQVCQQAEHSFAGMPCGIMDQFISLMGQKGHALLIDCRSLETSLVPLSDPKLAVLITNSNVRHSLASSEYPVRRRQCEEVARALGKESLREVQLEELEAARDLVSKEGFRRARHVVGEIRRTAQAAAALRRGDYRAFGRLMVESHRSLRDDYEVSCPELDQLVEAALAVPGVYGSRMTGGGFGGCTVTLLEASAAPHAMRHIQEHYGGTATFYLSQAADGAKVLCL
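ATP-depletion format; final 35 uM ATP, 100 uM D-galactose, 5 nM enzyme; pH 8.0 HEPES/Mg2+ buffer; 60 min RT; luminescence read 10 min after detection reagent.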
Menin-MLL TR inh: inhibitors of human menin-MLL interaction, mutant MLL peptide; O00255; Menin + Texas Red MLL mutant peptide, fluorescence polarization; Potency, µM (doses to about 61.6 µM), without a hit: at the top dose FP activity change, negative = inhibition, usual class: inhibitors; 0.23% of 270,000 active; AID 1768; active = well fitted inhibition curve with a large enough effect in the polarisation, with a control signal flat, not every such curve was filed as active; inconclusive = small, poorly fitted or top-dose-only effect, or effect the other way, or a change in a side signal; inactive = no such curve, though single readings can be large or run the other way; the % refers to the polarisation; also: potency is read from the fitted curve at half-maximal effect; % of control where 0% means no effect; many of its hits are not listed in these tables
KCNH2 3.1 inh: KCNH2 3.1 (human) potassium channel inhibition. U2OS KCNH2 3.1, thallium flux FluxOr; active compounds read low. activity change, % (tested at about 1.8 µM). 0.95% of 340,000 active;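 active = maximum activity change below -70%; inconclusive = maximum activity change from -70% to -50%; inactive = maximum activity change above -50%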;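 also: thallium influx rate constant from kinetic fluorescence after stimulation buffer; % is scaled to controls: 0 for no effect and ±100 for the full control effect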
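Virally transduced U2OS (3.1 isoform, 4 h infection in dark at RT) → overnight 37 C → FluxOr + Red40 in HBSS/HEPES, 45 min → stimulation buffer, 2 min kinetic read → rate constant vs DMSO controls.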
hERG WT inh: inhibitors of human wildtype KCNH2 potassium channel; 0.37% of 340,000 active; Q12809; U2OS, BacMam KCNH2, thallium flux FluxOr; active compounds read low; activity change, % at 1.84 µM; AID 720551;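 active = maximum activity change below -70%; inconclusive = maximum activity change between -70% and -50%; inactive = maximum activity change above -50%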; also: % is scaled to controls: 0 for no effect and ±100 for the full control effect
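U2OS cells were transduced with wild-type KCNH2 virus (2.03 x 10^8 / mL) for 4 h at room temperature, then cultured overnight at 37 C. Thallium flux was read with FluxOr dye. Rate constants were normalized to DMSO controls.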
B2AR arrestin: beta2AR (human) beta-arrestin recruitment activity | Potency, µM (doses to about 46.1 µM), without a hit: at the top dose activation, usual class: activators | 0.02% of 330,000 active | beta-arrestin recruitment to beta2AR, cell-based reporter;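 also: potency is read from the fitted curve at half-maximal effect; 0% = DMSO controls and full agonism = EC100 isoproterenol or metaproterenol; nearly all actives have a fitted effect of over 65% in size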
TRPV1 ag: activates the human vanilloid receptor TRPV1 | Q8NER1 | TRPV1-expressing cells, Fluo-8 calcium influx, agonist mode | activation, % at 8.33 µM | 0.19% of 320,000 active; in the data active = activation above about 80%; inconclusive = between about 30% and that limit; also: 0% is about no effect
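Cells expressing TRPV1 were dye-loaded with Fluo-8 and read kinetically: 10 s baseline, 3 min after compound (agonist portion), then 2 min after EC20 capsaicin (allosteric enhancer portion). Calcium-bound dye fluorescence at 480/520 nm.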
CXXC DNA block: inhibitors of human MLL CXXC domain-DNA interaction | Potency, µM (titrated, usually from 115 µM), for the others: top-dose activity change, negative = inhibition, usual class: inhibitors | MLL-CXXC / FITC-HOXA9 DNA fluorescence polarization | AID 2662 | 0.037% of 290,000 active; active = well fitted inhibition curve with a large enough effect in the polarisation, with a control signal flat, not every such curve was filed as active; inconclusive = small, poorly fitted or top-dose-only effect, or effect the other way, or a change in a side signal; inactive = no such curve, though single readings can be large or run the other way; the % refers to the polarisation; also: potency is read from the fitted curve at half-maximal effect
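Purified MLL-CXXC (added from a 7 uM solution) was preincubated 5 min at ambient with pinned compounds in 50 mM Tris-HCl pH 7.5, 50 mM NaCl, 1 mM DTT, 0.05% BSA. Fluorescein-labeled HOX-A9 DNA (50 nM solution) followed, 30 min, then polarization read.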
The depositor's hits bear a star; ? = inconclusive; · = no result given; [ ] = dose if it differs, or a comment. Unless noted, calls follow the shape of the dose curve; as a rule, active = well fitted curve in the direction sought with a large enough effect; inconclusive = small, poorly fitted or top-dose-only effect, or another doubt; inactive = no such curve, though single readings can be large; an effect the other way counts as inactive or inconclusive. Some of the compounds tested (hit frequency here may not be typical).

SMILES	PKM2 activator	USP2a inh	Coupling enz	Giardia killer	GALK inh	Menin-MLL TR inh	KCNH2 3.1 inh	hERG WT inh	B2AR arrestin	TRPV1 ag	CXXC DNA block
Cn1c(O)c(C=NCCc2c[nH]c3ccccc23)c(=O)n(C)c1=O	-0.5%	7.3%	-0.7	1.6	-1.3%	-10.4%	-12.6	3.6	-0.3%	3.6	-1.4%
CCOC(=O)c1ccccc1N	·	-0.4%	·	?	·	·	20.7	0.2	-1.9%	·	·
CCC(=NCCCn1ccnc1)c1c(O)n(-c2ccc(OC)cc2)c(=O)[nH]c1=O	12.7%	-0.5%	-0.4	5.3	4.3%	·	-0.9	1.5	-0.1%	4.3	-6.7%
CC(NCC#Cc1ccccc1)C(O)c1ccccc1 (stereo not drawn)	-4.5%	3.9%	-0.1	-10.1	0.1%	-11.6%	-2.0	6.3	0.2%	1.0	11.5%
COc1ccc(C)cc1NC(=O)CN1CCN(CC(=O)Nc2ccccc2F)CC1	6.6%	1.1%	0.8	-15.3	1.6%	?	-6.6	6.5	-0.2%	-3.9	0.7%
CCN(CC(=O)Nc1ccc(C#N)c(Cl)c1)CC(=O)NC(C)(C)C	0.8%	1.4%	3.1	-20.2	-1.3%	6.4%	6.3	4.3	0.0%	?	-1.4%
O=C1NC(=O)N(CC2CCCO2)C(=O)/C1=C/c1cccs1 (stereo not drawn)	14.3%	-1.3%	3.8	-8.1	-1.9%	·	-16.6	3.7	-0.1%	-1.6	-28.2%
OC(CNCCc1c[nH]c2ccccc12)C(F)(F)F (stereo not drawn)	-9.0%	-0.1%	-1.8	-3.1	2.7%	12.7%	3.9	-1.0	-1.9%	5.9	-8.2%
O=P(OC1CCCCC1)(OC1CCCCC1)C(O)c1c(Cl)cccc1Cl (stereo not drawn)	-3.5%	-2.7%	3.9	12.8	1.3%	?	-8.9	5.2	-0.3%	23.2	4.8%
CSc1ncc(/C=C2/C(=O)NC(=O)N(c3ccc(Cl)cc3)C2=O)cn1	-1.3%	3.3%	-0.9	-15.3	-0.6%	10.2%	8.1	7.8	-0.2%	-1.1	9.1%
O=C(CCCC1=NS(=O)(=O)c2ccccc2N1)N1CCC2(CC1)OCCO2	0.7%	0.9%	0.5	2.5	-2.9%	-14.6%	-3.6	4.0	0.0%	-1.2	-3.5%
Cc1ccc(C(=O)NC(O)C(Cl)(Cl)Cl)cc1 (stereo not drawn)	-15.1%	1.3%	1.1	7.8	-0.2%	1.3%	34.3	0.8	0.0%	20.6	-1.6%

Two compounds from above with just Giardia killer and KCNH2 3.1 inh.
smiles,Giardia killer,KCNH2 3.1 inh
CSc1ncc(/C=C2/C(=O)NC(=O)N(c3ccc(Cl)cc3)C2=O)cn1,-15.3,8.1
CC(NCC#Cc1ccccc1)C(O)c1ccccc1 (stereo not drawn),-10.1,-2.0

More results follow:
SMILES	PKM2 activator	USP2a inh	Coupling enz	Giardia killer	GALK inh	Menin-MLL TR inh	KCNH2 3.1 inh	hERG WT inh	B2AR arrestin	TRPV1 ag	CXXC DNA block
CCOC(=O)Cc1csc(NC(=O)c2c(O)c3ccccc3n(CCC(C)C)c2=O)n1	-9.4%	-0.9%	0.9	-14.2	5.6%	·	-4.1	-6.9	-0.3%	0.4	-17.7%
CCOc1ccccc1NC(=O)Cn1c(=O)oc2ccccc21	-1.1%	-0.4%	-1.1	7.3	5.6%	34.6%[activator]	27.9	-8.4	0.2%	1.0	-7.8%
COc1ccc(-n2c(/C=C/c3ccc(O)c(O)c3)nc3ccccc3c2=O)cc1	·	-3.2%	-13.7	14.6	6.3%	?	4.8	3.8	-0.6%	4.6	?
O=c1[nH]c(=S)[nH]c(O)c1N=Nc1cc2c(cc1[N+](=O)[O-])OCO2	·	4.5%	1.4	11.4	0.7%	22.5%	-10.9	3.9	0.0%	0.1	?
CC(C)Sc1nnc([C@@H](N)Cc2c[nH]c3ccccc23)o1	-0.1%	-0.6%	-1.8	4.9	4.2%	-1.0%	11.5	7.3	-0.4%	6.2	-3.8%
CC(C)CCNC(=O)c1cc(C(=O)c2cc(F)ccc2O)cn(CCC(C)C)c1=O	-6.3%	-2.1%	-1.6	5.7	7.6%	-0.4%	-15.7	-7.7	0.2%	25.8	-0.8%
CCOC(=O)C1=C(N)OC2=C(C(=O)CC(C)(C)C2)C12C(=O)Nc1ccccc12 (stereo not drawn)	-2.4%	1.2%	2.9	4.6	-0.1%	-14.6%	-4.9	-13.4	0.1%	-0.3	-5.2%
CN1CC(C(=O)c2ccccc2)C(C(=O)c2ccccc2)C1 (stereo not drawn)	-11.5%	-3.5%	-8.2	-19.3	-1.2%	-26.1%	5.3	1.3	0.7%	0.7	-2.4%
C=CCn1c(O)c(C(C)=NCCCn2ccnc2)c(=O)[nH]c1=O	-0.3%	-1.9%	0.5	-14.4	-1.9%	·	14.4	6.7	0.5%	1.0	-3.4%
Cc1nn(Cc2ccccc2)c2c1C(c1ccco1)C(C#N)=C(N)O2 (stereo not drawn)	?	2.1%	-6.6	0.1	-0.9%	20.7%	-1.5	-2.3	0.4%	0.9	9.3%
CC(=NCc1cccnc1)c1c(O)n(Cc2ccccc2)c(=O)[nH]c1=O	-0.1%	0.0%	-2.6	-11.9	0.6%	-15.0%	26.1	3.2	0.1%	-1.0	-1.2%
CCn1c(C)c(C(=O)O)c2cc(OC)ccc21	1.1%	3.2%	-3.0	7.7	0.5%	-12.7%	-5.0	0.4	0.0%	-0.6	0.7%
N#CC1=C(N)Oc2n[nH]c(-c3cccs3)c2C1c1ccco1 (stereo not drawn)	3.3%	13.8%	-31.0*	0.3	0.4%	16.4%	-1.7	-7.0	-0.3%	-2.5	39.7%[activator]
Cc1cccc(NC(=S)N2CC3CC(C2)c2cccc(=O)n2C3)c1C (stereo not drawn)	-0.7%	5.1%	3.2	-27.3	-1.9%	3.9%	-8.1	13.8	0.2%	0.1	3.4%
CNP(=O)(Oc1ccccc1)OC12CC3CC(CC(C3)C1)C2 (stereo not drawn)	-0.2%	-0.5%	6.5	10.2	4.7%	-5.6%	-17.3	-31.5	-0.5%	4.2	1.6%
COC(=O)C1=C(c2cccc(OCc3ccccc3)c2)C[C@@H]2CC[C@H]1N2C(=O)NCc1cccc(OC)c1	·	1.0%	·	-17.4	·	·	-25.5	0.1	3.9%	11.8	·
COc1ccc(CNCCc2c[nH]c3ccccc23)cc1OC	·	1.0%	-0.3	-1.6	1.5%	-16.6%	3.1	7.5	-1.6%	5.9	7.6%
COc1cc(N2CCOCC2)ccc1/C=C1\C(=O)NC(=O)N(Cc2cccs2)C1=O	16.5%	1.2%	3.5	11.4	-2.3%	24.7%	-9.1	-2.1	0.2%	-12.9	-12.0%
CCC(=NCc1ccco1)c1c(O)n(-c2ccccc2C)c(=O)[nH]c1=O	0.4%	3.1%	1.3	-17.0	-0.5%	·	23.9	8.4	-0.2%	-3.0	-4.4%
COc1ccc(C(=O)C2CCCN(Cc3cnc(C)s3)C2)cc1OC (stereo not drawn)	-4.4%	0.3%	0.1	6.8	-1.1%	-14.6%	-2.3	-0.8	-0.5%	-0.2	-5.9%
Cc1ccc(Cl)cc1N1CCN(CCN)CC1	3.2%	1.2%	2.1	-12.4	-0.4%	7.1%	-6.9	24.8	-0.8%	2.4	11.8%
CCC(=O)CC(c1ccc([N+](=O)[O-])cc1)c1c(O)c2ccccc2oc1=O (stereo not drawn)	-6.2%	-0.7%	10.2	1.0	-1.2%	20.3%	-19.3	-20.4	-0.8%	-1.9	-23.3%
COc1cccc(OC)c1C(=O)Nc1nc(N)n(-c2ccccc2)n1	-0.9%	0.4%	-0.4	-10.7	0.4%	-1.9%	3.3	4.8	0.2%	-1.5	4.6%
Cc1cc(C)cc(N2C(=O)NC(=O)/C(=C\c3cccn3-c3ccc(Cl)cc3)C2=O)c1	-2.2%	-0.7%	2.0	7.3	-3.2%	12.5%	-7.1	-4.9	0.2%	1.8	?
CC(C(=O)Nc1ccc(Br)cc1C(=O)c1ccccc1)N1CCOCC1 (stereo not drawn)	-1.9%	0.3%	5.2	-9.4	2.0%	-9.4%	-19.4	4.0	-0.1%	-0.3	2.2%
CN1C(=O)C(C2c3ccccc3C(=O)N2Cc2ccc([N+](=O)[O-])cc2)C(=O)N(C)C1=O (stereo not drawn)	-2.5%	-1.2%	4.5	-16.0	-0.1%	-16.2%	-15.8	-7.1	0.2%	-4.6	-0.6%
